TEAD-YAP block – TEAD-YAP interaction inhibition. hit rate 1.4% among 640,000. HEK-TIYL cells, TEAD-Gal4/YAP UAS-luciferase luminescence. inhibition, % at 9.12 µM; in the data active = inhibition above about 32%;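 also: 0% = median of test compound wells and 100% = reference inhibitor wells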
FBW7 act – activators of human E3 ligase FBW7; Q969H0; AlphaScreen FBW7–phospho-cyclin E peptide binding, activator screen; normalized activity (activation), % at 26.1 µM; hit rate 0.13% among 650,000; AID 1259310; in the data active = normalized activity above about 1.9%;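 also: purified mutant Fbw7 with reduced substrate affinity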
MITF inh – inhibitors of human MITF; AlphaScreen MITF homodimerization, bead proximity signal; inhibition, % at 2.6 µM; hit rate 0.91% among 650,000; AID 1259374; in the data active = inhibition above about 50%;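 also: 0% = vehicle wells with protein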
Target sequence (O75030 whole entry, looked up): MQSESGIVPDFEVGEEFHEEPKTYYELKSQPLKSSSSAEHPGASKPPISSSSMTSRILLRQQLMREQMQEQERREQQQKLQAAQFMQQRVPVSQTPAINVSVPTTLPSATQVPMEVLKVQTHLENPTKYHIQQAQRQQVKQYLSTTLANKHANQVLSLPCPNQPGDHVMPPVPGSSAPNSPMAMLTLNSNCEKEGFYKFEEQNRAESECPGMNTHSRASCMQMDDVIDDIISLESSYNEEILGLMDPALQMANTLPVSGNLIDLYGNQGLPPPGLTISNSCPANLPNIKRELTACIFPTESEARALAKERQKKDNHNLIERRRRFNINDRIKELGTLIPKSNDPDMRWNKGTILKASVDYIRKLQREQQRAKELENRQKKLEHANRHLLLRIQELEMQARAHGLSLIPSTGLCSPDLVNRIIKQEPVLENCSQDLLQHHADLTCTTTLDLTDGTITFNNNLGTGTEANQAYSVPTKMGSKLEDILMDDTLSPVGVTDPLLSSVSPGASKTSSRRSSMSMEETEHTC
GPR151 ag – human GPR151 activation; Q8TDV0; PathHunter beta-arrestin GPR151 cells, luminescence; activation, % at 11.2 µM; hit rate 1% among 650,000; AID 1508602; in the data active = activation above about 4.9%;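 also: 0% = median of compound wells and 100% = cells with positive control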
Target sequence (Q8TDV0 whole entry, looked up): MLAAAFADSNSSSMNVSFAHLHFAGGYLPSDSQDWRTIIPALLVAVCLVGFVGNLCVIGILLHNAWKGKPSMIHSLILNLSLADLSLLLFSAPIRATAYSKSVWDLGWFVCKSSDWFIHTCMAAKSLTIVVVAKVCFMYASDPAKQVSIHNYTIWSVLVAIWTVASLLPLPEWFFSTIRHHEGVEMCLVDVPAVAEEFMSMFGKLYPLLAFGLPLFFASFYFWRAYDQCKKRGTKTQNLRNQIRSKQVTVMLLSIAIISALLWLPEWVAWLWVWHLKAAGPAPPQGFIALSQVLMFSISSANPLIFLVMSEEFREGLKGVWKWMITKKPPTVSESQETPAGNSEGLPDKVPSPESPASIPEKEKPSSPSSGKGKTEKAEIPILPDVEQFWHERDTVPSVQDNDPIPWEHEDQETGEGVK
* marks the source's active call; other numbers are inactive results.

SMILES	TEAD-YAP block	FBW7 act	MITF inh	GPR151 ag
COc1ccc2oc(C)c(C(O)c3cc4ccccc4o3)c2c1 (stereo unspecified)	-3	0.3	-7	-0.2
CN1CCN(C(=O)c2ccc(-c3nc(NCCOc4ccccc4)c4ncn(CCN5CCCC5=O)c4n3)cc2)CC1	5	0.0	19	1.3
O=C(CSc1nc(Nc2ccc3c(c2)OCO3)c2ccccc2n1)NCc1ccco1	0	0.0	2	-0.4
Cc1ccc(COc2ccc(/C=C3\N=C(c4ccc(Cl)cc4)OC3=O)cc2)cc1	6	0.1	6	-1.5
CCOC(=O)c1c(NC(=O)C(C)Sc2nnc(CNC(=O)c3ccccc3F)n2C)sc2c1CCC2 (stereo unspecified)	0	-0.2	-14	-1.0
CC(C)CSc1cc([N+](=O)[O-])cc2c1c(C1OCCO1)nn2-c1ccccc1	3	-0.1	10	-1.1
O=C(Nc1cccc(C(=O)O)c1)/C(=C/c1ccc([N+](=O)[O-])cc1)NC(=O)c1ccccc1	-1	0.5	-3	-1.5
CC(=O)N(\C=C/C=C/C=C1\Sc2ccccc2C1=O)c1ccccc1	1	0.0	-7	1.5
CC1=CC(=O)C2C(C)(C)CCC[C@]2(C)[C@@]1(O)CCc1ccoc1 (stereo partly specified)	11	-0.1	-1	1.7
O=C(Nc1cc(NC(=O)c2ccccc2Cl)ccc1Cl)c1ccccc1	-8	0.9	15	0.3
CC1Cc2ccccc2N1C(=O)CSc1nnc(Nc2ccccc2)s1 (stereo unspecified)	-9	-0.1	18	-1.0
CC(CC(=O)Nc1nc2ccccc2[nH]1)c1ccccc1 (stereo unspecified)	-50	-0.2	-10	0.3
COc1cc2ccccc2cc1C(=O)Nc1nnc(-c2cccc([N+](=O)[O-])c2)s1	-4	0.1	14	-0.9
CNc1ncccc1-c1nc2cc(Cl)ccc2o1	5	0.0	6	-0.9
COc1ccc(-c2nc3ccccc3o2)cc1NC(=O)COc1ccccc1	-21	0.4	-8	1.0
COc1ccc(S(=O)(=O)N(C)C)cc1NS(=O)(=O)c1cc(C(C)(C)C)ccc1C	-2	0.0	-2	-1.8
COc1cc(C(=O)Oc2ccc(C)cc2)cc(OC)c1OC	-6	0.2	1	3.0
CCOC(=O)C1=C(Nc2ccccc2)CC(C)(O)C(C(=O)OCC)C1c1ccc(F)cc1 (stereo unspecified)	4	0.1	-64	-0.6
COc1ccc(CNc2oc(C)nc2C#N)cc1	-12	0.0	10	-0.6
CC(C)c1nnc(NC(=O)CSc2nnc3n(N)cnn23)s1	-2	0.0	2	0.1

Some of these compounds in order of SMILES length, descending.
SMILES	TEAD-YAP block	FBW7 act	MITF inh	GPR151 ag
O=C(CSc1nc(Nc2ccc3c(c2)OCO3)c2ccccc2n1)NCc1ccco1	0	0.0	2	-0.4
COc1ccc2oc(C)c(C(O)c3cc4ccccc4o3)c2c1 (stereo unspecified)	-3	0.3	-7	-0.2
CNc1ncccc1-c1nc2cc(Cl)ccc2o1	5	0.0	6	-0.9
COc1ccc(CNc2oc(C)nc2C#N)cc1	-12	0.0	10	-0.6

Additional results
SMILES	TEAD-YAP block	FBW7 act	MITF inh	GPR151 ag
COc1ccc(N(C(C)C(=O)Nc2ccc(-c3nc4ccc(C)cc4s3)cc2)S(C)(=O)=O)cc1 (stereo unspecified)	-13	0.0	5	-0.4
C=C/C=C(\C=C/C)c1c[nH]n2c(=O)c(CC(=O)OCC)c(C)nc12	2	0.1	3	-0.4
O=C(C1=C(O)C(=O)N(CCCn2ccnc2)C1c1ccc(Cl)cc1)c1cccs1 (stereo unspecified)	-26	0.3	-15	0.5
CCOC(=O)c1cnn(-c2ccc(OC)cc2)c1CNCc1cccnc1	7	0.3	7	1.0
CCn1c(O)c(N=Nc2ccc(S(N)(=O)=O)cc2[N+](=O)[O-])c2ccccc21	-2	-0.2	-3	0.5
COC(=O)C1=CN(Cc2ccc(OC)cc2)C=C(C(=O)OC)C1c1cc(OC)c(O)c(OC)c1	-17	-0.2	1	-0.4
Cc1ccc(C(=O)CSc2n[nH]c(-c3ccco3)n2)cc1	6	0.2	9	-0.4
CNC(=O)COc1ncnc2c(Cl)cc(Cl)cc12	7	0.0	0	2.8
Cc1ccc(C)c(N2N=C(C(=O)NNC(=O)c3cc(-c4ccccc4)n[nH]3)CCC2=O)c1	-1	0.4	11	-1.4
CC(C)C(=O)N1CCCc2cc(NC(=O)Cc3cccc4ccccc34)ccc21	-5	0.0	1	-0.2
CCC(C)c1ccc(OCC(=O)NNC(=O)c2ccc(F)cc2)cc1 (stereo unspecified)	7	0.7	6	2.1
COc1ccc(C2=N/C(=C/c3ccc(C(C)C)cc3)C(=O)O2)cc1OC	8	0.5	7	-0.7
NC(=O)c1c(NC(=O)CSc2n[nH]c3nc4ccccc4n23)sc2c1CCC2	19	0.0	3	0.4
CC1CN(CCC(=O)NCc2cccnc2)Cc2ccccc2O1 (stereo unspecified)	-11	-0.4	0	0.7
OCCCc1nc2n(n1)C(c1ccccc1)C=C(c1ccc(Br)cc1)N2 (stereo unspecified)	-1	0.1	10	0.6
COCCCn1c(=O)[nH]c2nc(-c3cnc(OC)nc3OC)cnc21	-82	-0.5	-15	0.7
Cc1nc2ccccc2nc1CN1CCN(C2CCCCC2)C(CCO)C1 (stereo unspecified)	4	-0.2	14	-1.5
CCCCc1ccc(NC(=O)c2ccccc2C)cc1	-19	-0.1	7	-3.8
O=C(Nc1ccnn1C1CCN(Cc2ccon2)CC1)C1CCCC1	-3	0.2	-1	1.9
O=C(Cc1ccccc1)NCc1ccc(Cl)cc1Cl	-29	-0.1	-3	-0.9

Laid out differently: entries from further up
Order of results – TEAD-YAP block, FBW7 act, MITF inh, GPR151 ag
> CNC(=O)COc1ncnc2c(Cl)cc(Cl)cc12
→ 7, 0.0, 0, 2.8
> COC(=O)C1=CN(Cc2ccc(OC)cc2)C=C(C(=O)OC)C1c1cc(OC)c(O)c(OC)c1
→ -17, -0.2, 1, -0.4

7 compounds picked at random from the list so far:
SMILES	TEAD-YAP block	FBW7 act	MITF inh	GPR151 ag
O=C(C1=C(O)C(=O)N(CCCn2ccnc2)C1c1ccc(Cl)cc1)c1cccs1 (stereo unspecified)	-26	0.3	-15	0.5
Cc1nc2ccccc2nc1CN1CCN(C2CCCCC2)C(CCO)C1 (stereo unspecified)	4	-0.2	14	-1.5
Cc1ccc(C)c(N2N=C(C(=O)NNC(=O)c3cc(-c4ccccc4)n[nH]3)CCC2=O)c1	-1	0.4	11	-1.4
COc1ccc(C2=N/C(=C/c3ccc(C(C)C)cc3)C(=O)O2)cc1OC	8	0.5	7	-0.7
CNC(=O)COc1ncnc2c(Cl)cc(Cl)cc12	7	0.0	0	2.8
CC1CN(CCC(=O)NCc2cccnc2)Cc2ccccc2O1 (stereo unspecified)	-11	-0.4	0	0.7
CCC(C)c1ccc(OCC(=O)NNC(=O)c2ccc(F)cc2)cc1 (stereo unspecified)	7	0.7	6	2.1

(continued)
SMILES	TEAD-YAP block	FBW7 act	MITF inh	GPR151 ag
O=C(CSc1nnc(Cc2ccccc2)o1)NCC1CCCO1 (stereo unspecified)	-7	-0.1	-7	0.5
CCc1c(C)nc2c(C(=O)O)c[nH]n2c1=O	5	-0.2	12	2.1
O=C(CNC(=S)N(CCCN1CCOCC1)Cc1cccs1)N1CCCCCC1	0	0.0	-6	0.8
O=C(NCC(O)c1ccc([N+](=O)[O-])cc1)c1cc2c(s1)CCCC2 (stereo unspecified)	0	0.0	8	0.2
COc1ccc(C2=N/C(=C\c3cccnc3)C(=O)O2)c(Cl)c1	1	0.1	-18	-0.8
CCCCCCOc1ccc(OC(=O)c2cccc(C(=O)OCC)n2)cc1	-10	-0.1	-8	1.5
COc1ccc(C(=O)Nc2ccc3c(c2)COC3=O)cc1OC	-7	0.0	19	0.7
C#CCSc1nc2c(cnn2-c2ccc(Cl)cc2)c(=O)[nH]1	1	-0.1	-5	0.5
O=C(/C=C/c1ccccc1)OCCSC1=NS(=O)(=O)c2ccccc21	4	0.6	7	1.9
Cc1ccccc1OCC(=O)Nc1sc2c(c1C(=O)Nc1ccccc1C(F)(F)F)CCC(C(C)(C)C)C2 (stereo unspecified)	-1	-0.1	-2	-0.4
NC(=O)c1c(NC(=O)c2ccccc2[N+](=O)[O-])sc2c1CCCC2	-22	0.0	-7	-0.1
COc1ccc(CCC(=O)Nc2ccc(S(=O)(=O)Nc3cc(C)on3)cc2)cc1	-9	1.0	23	-1.3
COc1cc(-c2cnn3ccc(Nc4ccc(C)c(NS(C)(=O)=O)c4)nc23)ccc1O	1	0.2	-5	0.1
c1ccc(CCSc2ncnc3nc[nH]c23)cc1	-44	0.0	1	0.8
CC(C)(NCc1ccccc1Cl)C(=O)O	9	0.0	1	0.1
Fc1cccc(-c2cc3nc4c(c(N5CCOCC5)n3n2)CCC4)c1	0	-0.3	7	6.7*
COc1ccc(-n2ncnc2-c2cccc(-n3ncc4cc(Nc5ccccc5F)ccc43)c2)cc1	38*	0.1	7	2.5
CCCCNC(=O)CCC(=O)Nc1ccc2nc(N3CCN(C)CC3)cc(C)c2c1	-2	0.2	16	-0.7
CC(=O)C1CCCN(C(=O)CC2(c3ccccc3Cl)CC(=O)N(C)C2=O)C1 (stereo unspecified)	-7	-0.1	-1	0.6
CCC(=O)N1CCc2cc(Br)cc(S(=O)(=O)N3c4ccccc4CC3C)c21 (stereo unspecified)	3	-0.1	11	-1.1
COC(=O)C(=NNc1cccc(Cl)c1)C(=O)OC	-5	0.8	11	-0.5
O=Cc1ccc(OCc2ccc3c(c2)OCO3)c(Cl)c1	72*	0.2	5	-8.3
COc1ccccc1-n1cc(C(=O)NCC(=O)Nc2ccc(F)cc2)c2ccccc2c1=O	-4	0.0	2	0.3
COc1nocc1CCC(=O)N1CCC[C@H](C(=O)c2ccc(F)cc2)C1	5	0.1	-6	-0.5
CC(=O)NCc1c(C)ncc2c1CCN(C(=O)c1csc3c1CCCC3)C2	-3	-0.1	-1	0.2
COCCCNc1nc2nonc2nc1N1CCN(CC2CC2)CC1	-11	0.0	0	0.4
COCCCN1C(=O)C(O)=C(C(C)=O)C1c1ccccn1 (stereo unspecified)	-2	0.0	6	-0.6
COc1cc2c(cc1OC)C1(CCCC1)C(O)OC2 (stereo unspecified)	11	-0.3	8	0.6
COc1cc(Nc2nc(SCC(=O)NCc3ccc(C)cc3)nc3ccccc23)cc(OC)c1	7	-0.1	1	-0.2
COC(=O)c1sc(NC(=O)c2ccc(Cl)c([N+](=O)[O-])c2)c(C(=O)OC)c1C	6	-0.2	13	-0.5
CCOC(=O)c1cc2c(=O)n3ccccc3nc2n(CCOC)c1=NC(=O)c1ccncc1	7	0.0	10	0.9
CSc1cccc(NC(=O)CN(c2ccc(Br)c(C)c2)S(C)(=O)=O)c1	1	-0.1	17	-1.3
COc1ccc([C@@H]2CN(C(=O)C3CCCCC3)C[C@H]2C(=O)O)cc1	-1	0.6	13	0.2
Cc1cc(C)cc(N=C2NC(=O)/C(=C\c3ccc(-c4ccc(Cl)c(Cl)c4)o3)S2)c1	-8	-0.3	-11	-1.6
COC(=O)C(C)NC(=O)/C=C/c1ccc(Br)o1 (stereo unspecified)	7	0.0	17	2.7
CCOc1cc(CNC(C)(C)CO)cc(Br)c1OCC(=O)NC(C)(C)C	-2	-0.1	5	0.0
CC(C)=CCN1CCN(Cc2ccc(Cl)cc2)CC1CCO (stereo unspecified)	-5	0.0	1	-1.9
O=C(CSCCc1ccccn1)Nc1ccccc1Br	-4	-0.2	-1	1.9
O=C(O)CCC(=O)N1N=C(c2ccc(Br)cc2)CC1c1ccc(Br)cc1 (stereo unspecified)	9	-0.1	-5	-0.3
CC(C)N(CCNc1nc(Nc2cccnc2)nc2c1ncn2C(C)C)C(C)C	17	0.2	0	2.9
Cc1ccc(-n2c(SCc3cccc(F)c3)nc3c(sc(=S)n3-c3cc(C)ccc3F)c2=O)cc1	9	-0.2	3	0.5
Cc1ccc(/C(O)=C2/C(=O)C(=O)N(CCC(=O)O)C2c2ccc([N+](=O)[O-])cc2)cc1 (stereo unspecified)	0	-0.4	-9	0.8
NC(=O)N[C@@H](Cc1c[nH]c2ccccc12)C(=O)OCC(=O)Nc1ccc([N+](=O)[O-])cc1	7	-0.1	9	0.7
Cc1ccc(Cl)cc1NC(=O)C(N)=O	-1	-0.2	1	-0.8
NC(=O)c1cc(-c2ccc(F)cc2)no1	-6	-0.1	-13	0.8
Cc1cc(C)c2oc(-c3cccc(NC(=O)c4cccc(Cl)c4)c3)nc2c1	5	-0.3	-2	1.3
CCC1CCc2c(sc3nc(SCC(=O)Nc4ccccc4C(=O)OC)n(-c4ccccc4)c(=O)c23)C1 (stereo unspecified)	-12	-0.1	-7	-0.8
CCC(=O)N1CCN(c2ccc(NC(=O)CSc3ccc(Cl)cc3)cc2)CC1	2	0.2	-3	-1.2
COC(=O)c1sc2cc([N+](=O)[O-])cc(SCc3ccc(Cl)cc3)c2c1N	-10	-0.1	2	0.0
CCCN1C(=O)C2(SC(NC(C)=O)=NN2C(C)=O)c2cc(OC)ccc21 (stereo unspecified)	13	0.2	1	-1.3
CCC(C(=O)O)n1nc(C)c2sc3ccccc3c2c1=O (stereo unspecified)	-12	0.0	-4	-0.5
CCC(CC)C(=O)Nc1nnc(SCCOC)s1	0	0.1	-9	2.4
O=C1Nc2cc(C(=O)O)ccc2S/C1=C/c1cccc(Cl)c1	-5	0.0	2	1.1
COc1ccc(-c2nc(C)sc2C)cc1[N+](=O)[O-]	2	-0.2	3	-1.4
COc1cccc(CN2CCNC(=O)C2CC(=O)NCCc2cn3nc(C)sc3n2)c1 (stereo unspecified)	-4	0.0	8	0.3
Cc1[nH]n(-c2ccccc2)c(=O)c1C(c1ccc(OCc2ccc(F)cc2)cc1)c1c(C)[nH]n(-c2ccccc2)c1=O	0	-1.3	11	-2.8
O=C1CSC2(C(=O)Nc3ccccc32)N1c1cc(F)ccc1F (stereo unspecified)	0	-0.3	-14	-1.0
Cc1ccc2c(c1Br)C(O)(CC(=O)c1ccc3c(c1)OCO3)C(=O)N2 (stereo unspecified)	-2	0.0	17	3.1
